# High-throughput results (PubChem BioAssay)
# Ecoli viability – bacterial growth inhibition, counter-screen for AddAB inhibitors; E. coli V3065 growth, OD600 absorbance, 18 h; inhibition, % at 11.9 µM; actives 0.27% (n = 330,000); AID 449728;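 active = inhibition above the campaign's mean inhibition across all tested compounds plus 3 SD, cut at about 9.9% in these data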;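 note: uninfected addAB+ strain grown without phage in ampicillin broth; 0% = DMSO wells and 100% = ciprofloxacin 0.95 µg/ml wells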
# SUMO Mot1 rescue – blocks SUMOylation pathway, rescuing yeast Mot1-301 growth. AID 2716. growth rescue, % at 18.8 µM. S. cerevisiae Mot1-301 growth rescue, ATP luminescence, 38.5C; percent above DMSO median, 100 means doubled. actives 1% (n = 320,000);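 active = every valid replicate shows activation above 250% relative to neutral control wells; inactive = the rest, any valid replicate at or below 250%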;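 note: OY570 slx delta 5 strain wells were the positive control but not used for scaling; some compounds called inactive have numbers as strong as hits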
# AddAB inh – less growth of phage-infected E. coli with AddAB; E. coli expressing H. pylori AddAB, absorbance growth; inhibition, % at 11.9 µM; actives 0.29% (n = 330,000); in the data active = inhibition above about 12%;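 note: 0% = vehicle wells of infected cells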
# Active calls of the source: *; i = inactive. These rows are one share of the data; rates above refer to the full screens.
# Sequence of screens – Ecoli viability	SUMO Mot1 rescue	AddAB inh
OCCCc1nc2n(n1)C(c1cccs1)C=C(c1ccccc1)N2 (stereo unspecified)
 : -1.2	143	1.3
CCCN1C(=O)/C(=C/c2ccc(C)o2)NC1=S
 : 0.4	-11	0.7
CN(CCCN1c2ccccc2CCc2ccccc21)CC(=O)c1ccc(Cl)cc1
 : 1.0	6	-0.8
CC(=O)c1ccccc1NC(=O)COC(=O)c1ccc2c(c1)nc(C)n2-c1ccccc1
 : 0.6	62	0.4
COc1ccc2nc(/C=N/NC(=O)[C@H](C)NC(=O)OC(C)(C)C)ccc2c1
 : 0.3	6	2.2
CCN(CC)CCCN(Cc1cc2cc(OC)ccc2[nH]c1=O)C(=O)Nc1ccccc1
 : 1.1	12	-0.3
CN1C2C=C3C(C#N)=C(N)C(C#N)(C#N)[C@@H](c4ccsc4)[C@@H]3C1CC2 (stereo partly specified)
 : -2.3	i	2.6
COc1c(N2CCN[C@H](C)C2)c(F)cc2c(=O)c(C(=O)O)cn(C3CC3)c12
 : 103*	-5	102*
COc1cc2c(C(=O)N3CCN(C4CCCCC4)CC3)cn(CC(C)C)c(=O)c2cc1OC
 : -2.4	-19	1.9
Cc1ccc(C(=O)n2nnc3ccccc32)cc1
 : -0.2	4	1.3
COc1ccc(OC)c(NS(=O)(=O)c2ccc(Br)s2)c1
 : 0.2	-3	-1.6
COC(=O)c1cc(N2C(=O)C3C(C2=O)C2(C)C=CC3(C)O2)ccc1Cl (stereo unspecified)
 : 1.6	425*	3.4
CCN(CC)CCCNC(=O)c1ccc2c(SCC(=O)O)c3c(nc2c1)CCC3
 : 1.9	-9	1.3
Oc1ccc(O)c(/C(=N/Nc2ccccc2)c2ccccc2)c1
 : -2.5	3	0.8
C[C@@H]1NC(=O)[C@H](CCC(N)=O)NC(=O)c2cc([N+](=O)[O-])cc(I)c2NCC[C@@H](C(N)=O)NC1=O
 : 0.3	17	2.5
COc1ccc(C(C#N)Nc2ccccc2)cc1 (stereo unspecified)
 : 0.7	-4	-0.9
CCOC(=O)CC1C(=O)NCCN1c1nc2c(C)cccn2c(=O)c1/C=C1\SC(=S)N(C(C)CC)C1=O (stereo unspecified)
 : -0.2	-5	1.1
CSc1nnc2c(n1)OC(c1cn(C)c3ccccc13)N(C(C)=O)c1ccccc1-2 (stereo unspecified)
 : -0.1	-12	-0.4
COc1ccc(C2C=C(c3ccccc3)Nc3nc(NC(C)=O)nn32)cc1 (stereo unspecified)
 : 1.4	3	0.2
Oc1c(C(c2cccs2)N2CCN(c3ccccc3)CC2)ccc2cccnc12 (stereo unspecified)
 : 9.3	144	12
CCCCn1c(=S)[nH]c2ccc(N3CCOCC3)cc2c1=O
 : 0.2	-4	0.8
CCN(CC)CCn1c(C)nc2c(sc3nc4c(cc32)COC(C)(C)C4)c1=O
 : 1.6	29	-2.9
Cc1nc(N2CCN(c3ccccc3)CC2)[nH]c(=O)c1Cc1cccc2ccccc12
 : -0.7	-4	1.8
COc1ccc(-c2csc(NC(=O)COC(=O)Cc3ccc(Cl)cc3Cl)n2)cc1
 : 0.2	-13	0.0
CCOC(=O)c1[nH]c2cc3c(cc2c1NC(=O)CN1CCCCC1C)OCO3 (stereo unspecified)
 : -2.6	-1	0.5
COc1ccc(-c2ccc3oc(-c4ccsc4)c(-c4ccc(Br)nc4)c3c2)cc1
 : -0.7	-4	0.6
CC(C)(C)OC(=O)NCCCC1=CC2=CC(=O)C(C)(OC(=O)c3ccco3)C(=O)C2=CO1 (stereo unspecified)
 : -2.5	-1	-3.5
Cc1cccc(N(CC(=O)NC2CCCCC2)C(=O)CCC(=O)Nc2ccccn2)c1
 : 2.8	-13	4.8
CC1CCCN(C(=O)c2cc(N3C(=O)C4C5CCC(C5)C4C3=O)ccc2Cl)C1 (stereo unspecified)
 : 0.2	-5	0.2
CN(Cc1ccccc1NC(=O)c1ccc(S(=O)(=O)N(C)C)cc1)C1CCCCC1
 : -1.4	-4	-1.1

# Two compounds picked at random from those above:
# Sequence of screens – Ecoli viability	SUMO Mot1 rescue	AddAB inh
COc1ccc2nc(/C=N/NC(=O)[C@H](C)NC(=O)OC(C)(C)C)ccc2c1
 : 0.3	6	2.2
CSc1nnc2c(n1)OC(c1cn(C)c3ccccc13)N(C(C)=O)c1ccccc1-2 (stereo unspecified)
 : -0.1	-12	-0.4

# Later entries
# Sequence of screens – Ecoli viability	SUMO Mot1 rescue	AddAB inh
C=CCn1c(-c2ccc(=O)n(Cc3ccccc3)c2)n[nH]c1=S
 : 0.6	17	-1.0
COc1ccc(OC)c(NC(=O)C2C3CCC(O3)C2C(=O)O)c1 (stereo unspecified)
 : 0.5	3	0.7
Cc1cccc2c1NC(=O)C21N2CCCC2C(C(=O)c2ccc3ccccc3c2)C12C(=O)Nc1ccccc12 (stereo unspecified)
 : -2.8	79	-0.8
Cc1ccc(NC(=S)Nc2ccc(S(=O)(=O)Nc3ncccn3)cc2)cc1Cl
 : 4.0	18	6.4
COC(=O)c1c(NC(=O)CN2CCN(S(=O)(=O)c3ccccc3)CC2)sc2c1CCC(C)C2 (stereo unspecified)
 : 0.9	-16	3.1
O=C(/C=C/c1ccc(F)cc1)Nc1nc2ccccc2[nH]1
 : 1.6	19	2.0
COc1ccc2c(=O)c3c(=O)n(-c4ccc(C)cc4)c(-c4ccccc4)nc3oc2c1
 : -0.2	77	1.5
COC(=O)c1sccc1-c1ccc(C(N)=O)o1
 : 0.3	-6	1.6
Brc1ccc(-c2nnc3ccc(Nc4ccccc4)nn23)cc1
 : 2.1	1	-0.3
O=C(O)C(Cc1ccccc1)N1C(=O)/C(=C/c2cccc3ccccc23)SC1=S (stereo unspecified)
 : -2.0	12	-1.3
COc1ccc(-c2c(C)n([O-])c3c([n+]2=O)CCCC3)cc1OC
 : 0.2	218	2.7
N[C@@H](Cc1ccc(O)c(I)c1)C(=O)O
 : -1.4	640*	3.4
O=C(NC(=S)Nc1ccc(CN2CCOCC2)cc1)c1ccc(-c2ccc(Br)cc2)o1
 : 1.9	26	3.2
Oc1ccc(N=C/C=C/c2ccc(Br)cc2)cc1-c1nc2ccccc2s1
 : -1.8	2	0.3
CCOCC(=O)Nc1cc(C(=O)Nc2ccc(F)cc2)ccc1Cl
 : -1.8	4	-0.5
COc1cc(CCN2C(=O)N[C@@H](CCc3ccccc3)C(C(C)=O)=C2C)cc(OC)c1OC
 : -0.7	9	3.9
COc1cc2cc(Oc3ccc4ccc(=O)oc4c3)c(=O)oc2cc1OC(=O)C=C(C)C
 : -2.2	-9	3.9
CCc1ccc2oc(-c3cc(N=Cc4cccc(OC)c4O)ccc3O)nc2c1
 : -2.2	1	1.5
O=C(COC(=O)c1cc(-c2ccncc2)nc2ccccc12)Nc1ccc2c(c1)OCO2
 : -1.6	-5	0.1
COc1cc(OC)cc(-c2nnc(Sc3ccc(C=O)cc3[N+](=O)[O-])o2)c1
 : -2.8	-8	0.3
CCOC(=O)C1=C(C)N=C2SCCC(=O)N2C1c1ccc(OC)cc1 (stereo unspecified)
 : -3.1	-1	-0.9
CCCCn1nc(-c2ccccc2)c2nc3ccccc3nc21
 : 1.9	-2	3.3
O=C1c2ccccc2-c2onc3ccc(NCCCn4ccnc4)c1c23
 : -4.3	0	-1.8
COc1ccc(C2c3c(ccc4ccccc34)Oc3ncn4nc(Cc5ccc(OC)c(OC)c5)nc4c32)cc1 (stereo unspecified)
 : -0.9	-1	3.2
O=C(CN1C(=O)NC2NC(=O)NC21)N/N=C/c1ccccc1F (stereo unspecified)
 : 0.8	4	-0.5
COc1cccc2[nH]c3c(N4CCc5ccccc5C4)ncnc3c12
 : -0.2	-1	0.7
COc1cc(C2CC(=O)Nc3n[nH]c(-c4ccccc4)c32)cc(OC)c1OC (stereo unspecified)
 : 2.1	-6	0.8
CCN(CC)c1ccc(/C=N/NC(=O)C(O)(c2ccccc2)c2ccccc2)o1
 : -0.3	-4	0.5
Cc1cccc(N2CCN(S(=O)(=O)c3ccc4[nH]c(=O)c(=O)[nH]c4c3)CC2C)c1 (stereo unspecified)
 : -0.7	2	0.9
Cn1c(SCC(=O)NCc2ccccc2)nc2c([nH]c3ccccc32)c1=O
 : -3.1	4	0.0

# Compounds shown so far that contain a nitro group on carbon (two):
# Sequence of screens – Ecoli viability	SUMO Mot1 rescue	AddAB inh
C[C@@H]1NC(=O)[C@H](CCC(N)=O)NC(=O)c2cc([N+](=O)[O-])cc(I)c2NCC[C@@H](C(N)=O)NC1=O
 : 0.3	17	2.5
COc1cc(OC)cc(-c2nnc(Sc3ccc(C=O)cc3[N+](=O)[O-])o2)c1
 : -2.8	-8	0.3

# Continuation:
# Sequence of screens – Ecoli viability	SUMO Mot1 rescue	AddAB inh
COc1ccc(NC(=S)N(C(C)C)C2CCN(C(C)C)CC2)cc1Cl
 : -1.2	249	1.7
COc1ccc(-c2nnc3sc(-c4ccccn4)nn23)cc1
 : 0.6	418	5.0
CC(=O)c1ccc(-c2csc(N3CCC(C(N)=O)CC3)n2)cc1
 : -0.3	6	1.6
O=C(C1CCC1)N1CCc2cc(S(=O)(=O)N3CCc4ccccc4C3)ccc21
 : -0.9	7	0.5
CCOC(=O)c1c(NC(=O)CCNCc2ccco2)sc2c1CCC2
 : -2.6	-28	-0.1
CCc1nc(SCC#N)c(C#N)cc1C
 : 0.8	-1	3.7
COc1cccc(-c2nnc3sc(-c4ccc(C)cc4)nn23)c1
 : 0.4	4	4.2
CSc1nnc2n(Cc3ccccc3)c(=O)c3c4c(sc3n12)COC(C(C)C)C4 (stereo unspecified)
 : -3.0	-9	1.8
O=C(O)/C(=C/c1ccco1)c1ccccc1
 : -2.1	-6	-1.3
Cc1nc(NC(=O)c2ccc(Cl)cc2)sc1-c1csc(Nc2cccc(F)c2)n1
 : -3.1	20	0.4
CCOC(=O)c1c(C)[nH]c(C(=O)Nc2ccc3c(c2)OCO3)c1C
 : 1.5	34	3.9
O=C1Nc2ccccc2C12OCCS2 (stereo unspecified)
 : 2.7	2	1.2
Nc1nc(N)c2[nH]cnc2n1
 : 0.5	-15	2.7
O=C(Cn1c(COc2ccccc2)nc2ccccc21)Nc1cc(Cl)c(Cl)cc1Cl
 : 1.1	-14	-2.1
CCN1CCCC1CNC(=O)Cn1cnc2sc(C)c(S(=O)(=O)N3CCC(C)CC3)c2c1=O (stereo unspecified)
 : -1.9	-2	1.9
CC(C)=CCc1c(O)c(CC=C(C)C)c2c(c1O)-c1cc(O)c(O)cc1CC2
 : -1.5	-13	8.4
COc1ccc(CNc2cc(C)cc(C)c2)cc1OC
 : -1.6	-5	1.8
CC(C)(Oc1ccc(-c2ccco2)cc1)C(=O)O
 : 2.1	1	6.5
Cc1ccc(NC(=S)/C(=C(\[O-])c2ccc(C)c([N+](=O)[O-])c2)[n+]2ccccc2)cc1C
 : -1.8	-10	4.3
Cc1cc(NNC(=O)Nc2cccc(Cl)c2)nc2c1c(C)nn2C
 : -0.8	7	3.0
O=C(c1ccc(N2CCN(C3CC(=O)N(c4ccc(F)cc4)C3=O)CC2)cc1)c1cccnc1 (stereo unspecified)
 : -2.2	-7	0.8
COC(=O)Nc1nc2ccc(C(=O)c3ccc(F)cc3)cc2[nH]1
 : -1.6	-13	-0.6
CC(C)c1ccc(C2C3CSCC=C3C(C#N)=C(N)C2(C#N)C#N)cc1 (stereo unspecified)
 : -0.4	-11	1.9
CCOc1cc(C2/C(=C(/O)c3ccc(OC)cc3)C(=O)C(=O)N2CC2CCCO2)ccc1O (stereo unspecified)
 : -1.7	-10	-1.9
COc1cccc(C2=CC(c3ccc(N(C)C)cc3)n3ncnc3N2)c1 (stereo unspecified)
 : 0.5	-16	1.0
Oc1ccc(N=Nc2ccc3c(c2)OCO3)c2ccccc12
 : -1.6	-8	0.7
CC(=O)Sc1nc(-c2ccccc2)[nH]c1S(=O)(=O)c1ccc(C)cc1
 : -1.4	-10	0.1
COCOc1ccc(/C=C/C(=O)c2c(O)cc(OCOC)cc2OCOC)cc1
 : -2.7	-2	0.5
CC1(C)Cc2c(c(N3CCCC3)nc3sc4c(N5CCNCC5)ncnc4c23)CO1
 : -0.7	-26	2.1
Cc1ccccc1Nc1nc(-c2sc(NC(=O)c3cccc(Cl)c3)nc2C)cs1
 : -3.3	-3	1.3
O=Cc1sc([O-])nc1-[n+]1ccc2ccccc2c1
 : 0.8	-13	1.4
O=C1NC(=O)[C@@H]2C3c4ccccc4C=CN3[C@H](C(=O)c3cccs3)[C@H]12 (stereo partly specified)
 : -2.9	61	0.1
COC/C=C/C1=CC2=CC(=O)C(C)(OC(=O)c3cnc4ccccc4n3)C(=O)C2=CN1CCc1c[nH]c2ccccc12 (stereo unspecified)
 : -1.7	-3	1.4
CC1=C(/C=C/C(C)=C/C=C/C(C)=C/C=C/C=C(C)/C=C/C=C(C)/C=C/C2=C(C)CCCC2(C)C)C(C)(C)CCC1
 : -1.2	1	2.9
Cn1c2ccccc2n2c(=O)c(=O)n(CC(=O)N3CCCc4ccccc43)nc12
 : -2.7	-2	0.7
CC(C)(C)c1ccccc1NC(=O)c1c(O)c2cccc3c2n(c1=O)CC3
 : 5.5	0	10
O=C(COc1ccccc1)NNC(=S)NC(=O)c1ccc(Cl)cc1Cl
 : -2.6	212	-1.2
O=C(NS(=O)(=O)c1ccccc1Cl)c1ccc[nH]1
 : -1.3	7	0.0
COC(=O)c1scc2c(Oc3ccccc3)cc(C(F)(F)F)nc12
 : 2.3	5	6.7
COc1cc(OC)cc(C(=O)Nc2cccc(-c3ccc4nncn4n3)c2)c1
 : -1.1	-18	-1.8
